PME-1 primary = PME-1 (human) inhibition; Q9Y570; recombinant PME-1, FP-Rh probe fluorescence polarization; inhibition, % at 5.9 µM; 320,000 tested, 0.53% active;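 active = inhibition above the campaign mean of all compounds plus 3 SD, cut at about 26% in these data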;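 note: competitive labeling of PME-1 active site by serine hydrolase directed probe; 0% = PME-1 with DMSO and 100% = wells lacking PME-1 enzyme; inhibitors block probe labeling so polarization falls and inhibition rises; many of its hits are not listed in these tables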
BCLXL inh = inhibitors of human Bcl-xL; AID 2129; inhibition, % at 10.9 µM; GST-Bcl-xL / FITC-Bim BH3 peptide fluorescence polarization; 320,000 tested, 0.7% active;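 active = inhibition above the mean of all tested compounds plus 3 SD, cutoff set per campaign, cut at about 30% in these data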;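 note: 0% = DMSO wells and 100% = unlabeled Bim-BH3 peptide competitor; inhibitors lower millipolarization by displacing the labeled peptide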
MEX-5 binding = C. elegans MEX-5 TCR-2 RNA binding activity; Q9XUB2; MEX-5/FITC-TCR2 RNA binding, fluorescence polarization; stronger effect = lower value; activity score (negative = inhibition of binding), % at 10 µM; 300,000 tested, 0.38% active; AID 1832;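 active = inhibition past about -25% in most replicates, and total fluorescence under double the plate's negative control median, limit read from the data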;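 note: 0% = DMSO and -100% = 5 µM competing unlabeled TCR2 RNA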
GRK2 inh = blocks RNA aptamer binding to human GRK2; P25098; bead flow cytometry, FAM-aptamer displacement from GRK2; inhibition of aptamer binding, % at 10 µM; 330,000 tested, 0.59% active; AID 488847;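 active = inhibition of aptamer binding above 40%, roughly 3 SD of noise, on plates passing a quality check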;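 note: median bead fluorescence of bound FAM aptamer so fluorescent compounds give negative values; no value below 0 was filed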
VLA-4 inh = inhibition in a human VLA-4 binding assay | VLA-4 expressing cells, ligand binding flow cytometry | inhibition, % (about 7 µM as worked out from the volumes in the protocol) | 330,000 tested, 0.2% active | AID 2557; in the data active = inhibition above about 50%
Efflux pump mplx = inhibitors of Candida antifungal efflux pumps expressed in yeast; inhibition, % at 10 µM; S. cerevisiae Candida pump triplex, Nile Red efflux; AID 485275; 330,000 tested, 0.44% active;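 active = plate passing quality check with inhibition over a set limit, or well fluorescence over plate mean plus 4 SD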;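 note: Nile Red retained in pooled yeast measured as flow cytometry median fluorescence; 0% = buffer negative control and 100% = Enniatin B positive control; higher means more Nile Red kept so more efflux inhibition; some compounds called inactive have numbers as strong as hits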
MCL1 BIM primary = disrupts human MCL1 binding to BIM-BH3 peptide. Q07820. GST-MCL1 / FITC-Bim-BH3 fluorescence polarization. inhibition, % at 10.9 µM. 320,000 tested, 0.68% active;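 active = inhibition above the mean inhibition of all tested compounds plus 3 SD, set per campaign, cut at about 40% in these data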;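 note: 0% = DMSO wells and 100% = unlabeled Bim-BH3 peptide control; higher means more loss of mP so more displacement of Bim peptide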
GLD-1 TGE inh = GLD-1-TGE RNA interaction inhibition (C. elegans); AID 2280; inhibition, % at 5.96 µM; Q17339; purified GLD-1 + fluorescein TGE RNA, fluorescence polarization; 320,000 tested, 0.44% active;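 active = percent inhibition above a per-plate cutoff, the plate mean of test compounds plus 3 SD, cut at about 30% in these data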;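 note: 0% = DMSO wells with GLD-1 and probe and 100% = wells lacking GLD-1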
Fam108B inh = blocks mouse Fam108B hydrolase in RBBP9 counter-screen. inhibition, % at 9.51 µM. recombinant Fam108B, FP-Rh probe fluorescence polarization. 300,000 tested, 0.33% active;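 active = inhibition above the screen mean inhibition plus 3 SD, computed separately per campaign, cut at about 18% in these data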;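 note: inhibitors lower polarization as less probe binds the enzyme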
Numbers without * were called inactive; x = no result given.

SMILES,MCL1 BIM primary,VLA-4 inh,Efflux pump mplx,Fam108B inh,BCLXL inh,GLD-1 TGE inh,MEX-5 binding,PME-1 primary,GRK2 inh
Cc1ccccc1-n1c(SCC(=O)N/N=C/c2sccc2C)nc2ccccc2c1=O,-2.7,20.2,0.0,-8.4,-4.7,2.8,-2.5,-18.2,0.0
CC(=O)c1ccccc1NC(=O)CSc1nnc2ccccn12,5.6,22.2,-0.1,4.9,1.5,3.3,0.8,1.4,1.0
O=C(c1ccccc1Cc1ccccc1)N1CCN(S(=O)(=O)c2ccccc2)CC1,5.2,-6.4,0.1,5.8,1.9,-6.5,-0.9,2.8,2.0
Cc1nnc(NC(=O)c2oc3c(ccc4ccccc43)c2C)s1,0.2,-4.0,0.4,-6.5,4.7,-4.0,0.2,-11.9,1.0
COc1cc(NCC(=O)Nc2cccc(S(=O)(=O)N3CCCCC3)c2)cc(OC)c1OC,3.8,-13.3,0.1,x,7.5,1.6,x,4.9,0.0
Cc1nc2ccc(NC(=O)N3CCC(c4ccccc4)C3)cc2nc1C (stereo not drawn),0.9,-10.0,0.2,1.2,3.3,-4.7,1.9,-11.2,0.0
Cc1ccc(C(C(=O)NCc2ccccc2)N(Cc2cccs2)C(=O)c2ccc3c(c2)OCCO3)cc1 (stereo not drawn),7.0,-9.2,0.0,-12.0,-1.1,3.2,-0.7,-8.2,0.0
CCOC(=O)c1c(CN2CCN(c3ccccc3)CC2)oc2ccc(O)cc12,3.7,25.6,0.1,1.5,1.6,0.6,0.8,-2.5,0.0
COc1ccc(/C=C/C(=O)c2cc(Br)ccc2O)cc1OC,2.8,2.2,-0.1,-3.0,6.7,5.0,3.0,0.3,2.0
CCn1cc(Cl)c(C(=O)NNC(=O)CCn2ccc([N+](=O)[O-])n2)n1,3.9,-8.6,-1.4,-0.5,5.8,-5.6,-0.4,-1.3,1.0
CN1CCN(c2ccc(NC(=O)CSc3ccccc3)cc2F)CC1,6.7,24.0,0.0,-2.5,6.5,4.7,-0.9,7.8,14.0
COc1ccc(S(=O)(=O)N2CCOCC2)cc1NC(=O)Cc1c(F)cccc1Cl,-3.6,-2.5,0.1,x,0.1,1.8,x,2.8,2.0
O=S(=O)(c1ccc(F)cc1)n1cnc2ccccc21,-5.9,6.1,0.0,2.8,3.1,1.8,0.9,-0.5,0.0
Cc1sc2ncnc(N/N=C/c3cccc(O)c3)c2c1C,0.7,18.2,-0.2,6.2,2.7,3.0,-1.0,25.6,0.0
COc1cccc(CNC(=O)CSC(=S)N2CCCC2)c1,1.2,-0.9,0.1,5.9,0.0,5.0,2.9,-1.9,0.0
C(=N\Nc1nc2ccccc2s1)/c1ccccn1,33.9,-0.5,-0.2,4.4,31.8*,-3.1,-8.0,12.9,3.0
CCN1C(=O)[C@H]2[C@@H](c3ccc(C)cc3)N3C(=O)N(c4ccc(C)cc4)C(=O)[C@@]3(CC)[C@H]2C1=O,1.3,30.0,-0.2,-1.6,2.2,8.1,1.0,1.4,1.0
CC(C)CN(C(=O)COC(=O)COc1ccc2c(c1)CCC2)c1c(N)n(Cc2ccccc2)c(=O)[nH]c1=O,-8.0,-1.7,-0.1,-1.7,-10.8,4.0,0.1,1.8,1.0
CCc1nn2c(=O)c(S(=O)(=O)Nc3ccc(C(C)C)cc3)c(C)nc2s1,13.1,25.0,0.4,-0.7,0.5,5.2,x,-0.2,4.0
COc1ccc(/C=N/NC(=O)c2nc(-c3ccccc3)n(-c3ccccc3)n2)cc1OC,-1.4,5.5,-0.1,-1.7,1.5,-0.4,-1.2,-6.7,0.0
CCn1c(SCC(=O)Nc2nonc2C)nnc1-c1ccco1,2.5,8.4,-0.1,-0.4,5.1,-4.4,0.3,-1.8,0.0
CC(C)(CO)CNC(=O)CCc1nnc(Cc2ccc(-c3ccccc3)cc2)o1,-0.8,12.4,-0.1,0.3,3.9,-2.3,-1.4,6.5,0.0
C=CCNC(=S)N1CCN(c2ncc(C(F)(F)F)cc2Cl)CC1,10.3,1.4,0.0,-3.2,-0.4,-1.5,-1.5,-0.4,1.0
CCOc1ccccc1OCCCC(=O)N1CCN(S(=O)(=O)c2ccc(C)cc2C)CC1,16.3,14.0,0.0,x,1.9,6.7,x,4.8,1.0
Cc1ccc(NC(=O)c2ccc3c(c2)NC(=O)CS3)nc1,7.5,-3.3,-0.2,2.5,3.8,-7.3,-7.1,-3.6,1.0
Cc1cccc(/C=C/c2nc3ccccc3c(=O)n2Cc2ccccc2)c1,2.8,6.4,0.2,-9.9,-0.5,1.1,1.2,-7.1,5.0
COc1cccc(-c2cc(C(F)(F)F)nc(-n3cccn3)n2)c1,2.8,4.3,0.0,-0.6,2.9,8.0,1.8,-3.0,1.0
Cc1cc(C(=O)NCCN2CCCCC2C)n(-c2ccccc2)n1 (stereo not drawn),17.0,13.1,0.4,-0.6,15.2,8.8,-15.0,0.1,0.0
Clc1ccccc1Cn1nnc2c(N3CCCC3)ncnc21,-1.2,-4.2,0.1,-0.3,3.0,3.4,1.4,-2.6,0.0
COc1ccc(-c2cc(C(=O)Nc3cccnc3)no2)cc1OC,-0.4,0.2,0.1,-2.0,0.2,-1.9,3.0,-7.5,1.0
NC1=C([N+](=O)[O-])C(c2ccc(F)cc2)C2=C(CCCC2=O)O1 (stereo not drawn),-6.4,-5.3,1.4,-4.1,-11.3,-2.6,-0.4,3.9,0.0
Clc1ccc(-n2nnnc2CN2CCCCC2)cc1Cl,1.1,8.2,0.0,-4.9,-7.9,9.6,-2.1,1.7,0.0

Single records, from the list above. Screens in order: MCL1 BIM primary | VLA-4 inh | Efflux pump mplx | Fam108B inh | BCLXL inh | GLD-1 TGE inh | MEX-5 binding | PME-1 primary | GRK2 inh
`COc1cccc(-c2cc(C(F)(F)F)nc(-n3cccn3)n2)c1` is listed with 2.8 | 4.3 | 0.0 | -0.6 | 2.9 | 8.0 | 1.8 | -3.0 | 1.0
`Clc1ccc(-n2nnnc2CN2CCCCC2)cc1Cl` is listed with 1.1 | 8.2 | 0.0 | -4.9 | -7.9 | 9.6 | -2.1 | 1.7 | 0.0

(more compounds)
SMILES,MCL1 BIM primary,VLA-4 inh,Efflux pump mplx,Fam108B inh,BCLXL inh,GLD-1 TGE inh,MEX-5 binding,PME-1 primary,GRK2 inh
COc1ccc(NC(=O)CN2CCCCCC2)cc1OC,-1.2,5.2,0.0,3.2,1.0,0.7,0.7,-3.8,0.0
COc1ccc([N+](=O)[O-])cc1-c1nc2ccccc2nc1-c1ccccc1,-2.7,1.7,0.0,3.7,-3.6,1.7,0.8,-1.9,1.0
O=C(CSc1nc(O)cc(=O)[nH]1)Nc1ccc2c(c1)CCC2,13.5,34.5,0.0,0.2,4.5,-0.4,-3.3,-0.9,3.0
COC(=O)CCc1nc2ccccc2[nH]c1=O,3.2,0.0,-0.1,3.9,2.6,-5.5,1.9,-1.8,3.0
CC#CCN1c2ccccc2[C@]23C[C@@H](C(=O)OC)N(C(=O)c4cc(C)oc4C)C2=NC(C(=O)OC)=C(C(=O)OC)[C@H]13,0.6,16.9,0.1,0.1,4.0,4.0,1.5,27.6*,4.0
Cc1ccc(-n2c(Cl)c(Cl)[nH]c(=O)c2=O)cc1,-0.9,9.3,0.1,-0.2,3.4,-0.3,-6.2,-3.7,0.0
Cc1ccc(S(=O)(=O)CC(=O)Nc2nccs2)cc1,-0.5,-8.4,0.0,2.8,2.3,3.0,1.6,-4.8,1.0
CC(=O)c1cccc(NC(=O)C2CCN(C(=O)c3ccccc3Cl)CC2)c1,6.8,-0.9,0.1,4.3,2.5,3.7,2.1,8.4,3.0
CN(Cc1cnn(C)c1)S(=O)(=O)c1cccc([N+](=O)[O-])c1,-0.2,16.2,0.0,4.7,4.0,3.9,0.2,1.4,0.0
COc1ccccc1N1CCN(C(=O)CSc2nnc3c4ccccc4n(CC(=O)O)c3n2)CC1,0.9,-4.0,0.3,3.1,7.0,-5.6,0.8,-4.6,0.0
O=C(Nc1ccc(C(=O)O)cc1)/C(=C\C=C\c1ccccc1)NC(=O)c1ccccc1Cl,1.1,-4.5,-3.7,-9.4,8.9,-0.8,-0.9,-2.8,0.0
N#CCc1nnc2n1-c1ccccc1CCC2,0.4,12.4,0.2,3.1,5.4,-7.2,0.2,1.9,0.0
c1ccc(Nc2nnc(-c3cccnc3)s2)cc1,-0.7,3.1,-0.1,-1.5,-2.0,-4.1,-1.4,-9.3,0.0
COCCNC(=S)N(CCc1c(C)[nH]c2ccc(Cl)cc12)Cc1cccnc1,4.9,2.7,-0.2,1.9,3.6,-6.6,5.6,7.0,0.0
O=C(Cn1nnc2ccccc2c1=O)NCCc1ccccc1,-12.9,4.1,0.1,3.5,-4.8,-3.1,1.5,-1.6,0.0
N#CC1=C(N)OC2=C(C(=O)CCC2)C12C(=O)N1CCCc3cccc2c31 (stereo not drawn),4.2,16.1,0.1,1.1,6.3,5.2,-1.9,-2.8,1.0
O=C(NNC(=O)c1ccc([N+](=O)[O-])cc1)NC1CCCCC1,-1.7,-6.9,-0.1,0.8,5.5,11.9,1.5,-0.1,0.0
CCC(C(=O)OC(C)C)c1ccc2ccccc2c1 (stereo not drawn),9.0,21.2,-0.2,x,3.9,1.0,x,-4.7,0.0
Nc1cc2c(cc1C(=O)c1ccccc1)OCCO2,3.2,6.7,0.1,2.8,5.3,1.8,-1.4,-0.7,2.0
COc1ccc(-c2cc(C(=O)NCCCN3CCCC3=O)c3ccccc3n2)cc1,3.6,-1.7,0.0,-1.0,0.1,3.0,3.2,3.4,0.0
CN(C)S(=O)(=O)c1ccc(C(=O)Nc2nc3ccccc3[nH]2)cc1,1.3,1.8,-0.2,-4.7,-1.0,-5.3,0.1,7.8,3.0
COCCCN(C(=S)Nc1c(C)cc(C)cc1C)C(C)c1ccncc1 (stereo not drawn),14.8,7.9,-0.1,1.2,6.1,3.2,-2.4,1.3,0.0
CCCN(CC(=O)Nc1cc(Cl)ccc1Cl)C(=O)c1ccc2n[nH]nc2c1,-19.2,-9.0,0.3,x,-12.1,9.4,x,1.0,0.0
CC(=O)Oc1ccc2c(=O)c(N3C(=O)c4ccccc4C3=O)c(C)oc2c1C,5.3,7.9,0.0,0.9,3.0,6.5,0.7,-0.7,0.0
CCCn1c(Nc2cccc(OC)c2)nc2ccccc21,11.5,15.3,-0.1,-1.1,3.1,4.4,-0.3,3.3,3.0
COc1cc(/C=C/C(=O)OCC(=O)NCc2ccco2)ccc1O,-7.7,2.5,0.0,2.2,1.1,6.0,-0.4,4.7,5.0
O=[N+]([O-])c1ccc(/C=N/Nc2nc(NCc3ccccc3)nc(N3CCOCC3)n2)cc1,1.3,9.6,-0.1,-2.1,-2.7,-8.6,-1.2,-2.6,0.0
CCN(Cc1ccncc1)C(=O)CCc1nnc(CCc2ccccc2OC)o1,-8.7,2.1,-0.6,-2.9,3.4,4.8,-4.1,-1.1,1.0
O=C(NC(=S)Nc1ccccn1)c1cncc(Br)c1,10.9,4.3,0.1,-2.4,12.7,-6.9,-1.2,-4.5,1.0
COc1ccc2cc3cc(C(=O)N4CC(C)CC(C)C4)oc3nc2c1 (stereo not drawn),-0.6,5.0,0.1,-3.0,3.1,3.5,x,4.3,3.0

This is a subset; the hit share may differ from the screen's.
